Screening data deposited in PubChem BioAssay by several laboratories.
TRPC4 block – inhibitors of mouse TRPC4 channel, primary screen, Fluo4 calcium, HEK293 TRPC4beta/mu-opioid cells; Short transient receptor potential channel 4 (Mus musculus), Q9QUQ5; DAMGO-evoked Fluo4 calcium flux; active compounds read low; B-score at 10 µM; 300,000 tested, 0.39% active; AID 2247, 2010;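 active means B-score over 3 SD under the library average, no early fluorescence shift, positive overall ratio signal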
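System: stable TRPC4beta/mu-opioid receptor HEK293 cells; Dosing: single-point compound dosing; Measured by: Fluo4 Ca2+ flux fluorescence; Read-out basis: per-well B score of integrated baseline-normalized Fluo4 ratio.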
SKKanGAS inh – S. pyogenes SKKanGAS growth inhibitors in kanamycin, primary screen, streptokinase expression inhibitor project, SKKanGAS strain, BacTiter-Glo luminescence; 6 h; inhibition, % at 7.5 µM; 300,000 tested, 1.3% active;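 active means mean replicate score, as percent of positive control median, at least 50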;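 further: strain carries kanamycin resistance gene driven by streptokinase promoter and grows in 40 µg/ml kanamycin; loss of luminescence reflects streptokinase promoter inhibition or plain growth inhibition; 0% = median of DMSO wells and 100% = positive control at its reference dose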
TRPC6 inh – mouse TRPC6 channel inhibitors, primary screen, cell-based, HEK293, membrane potential dye; Short transient receptor potential channel 6 (Mus musculus), Q61143; ACh-evoked depolarization; active compounds read low; B-score at 10 µM; 310,000 tested, 1.1% active; AID 2553, 2010;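 active means B-score under library mean minus 3 SD, initial fluorescence not abnormally high, positive integrated signal ratio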;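 further: B-score derived from integrated fluorescence ratio over the kinetic read; more negative B-score means stronger inhibition of depolarization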
Target sequence (Q61143 whole entry, looked up): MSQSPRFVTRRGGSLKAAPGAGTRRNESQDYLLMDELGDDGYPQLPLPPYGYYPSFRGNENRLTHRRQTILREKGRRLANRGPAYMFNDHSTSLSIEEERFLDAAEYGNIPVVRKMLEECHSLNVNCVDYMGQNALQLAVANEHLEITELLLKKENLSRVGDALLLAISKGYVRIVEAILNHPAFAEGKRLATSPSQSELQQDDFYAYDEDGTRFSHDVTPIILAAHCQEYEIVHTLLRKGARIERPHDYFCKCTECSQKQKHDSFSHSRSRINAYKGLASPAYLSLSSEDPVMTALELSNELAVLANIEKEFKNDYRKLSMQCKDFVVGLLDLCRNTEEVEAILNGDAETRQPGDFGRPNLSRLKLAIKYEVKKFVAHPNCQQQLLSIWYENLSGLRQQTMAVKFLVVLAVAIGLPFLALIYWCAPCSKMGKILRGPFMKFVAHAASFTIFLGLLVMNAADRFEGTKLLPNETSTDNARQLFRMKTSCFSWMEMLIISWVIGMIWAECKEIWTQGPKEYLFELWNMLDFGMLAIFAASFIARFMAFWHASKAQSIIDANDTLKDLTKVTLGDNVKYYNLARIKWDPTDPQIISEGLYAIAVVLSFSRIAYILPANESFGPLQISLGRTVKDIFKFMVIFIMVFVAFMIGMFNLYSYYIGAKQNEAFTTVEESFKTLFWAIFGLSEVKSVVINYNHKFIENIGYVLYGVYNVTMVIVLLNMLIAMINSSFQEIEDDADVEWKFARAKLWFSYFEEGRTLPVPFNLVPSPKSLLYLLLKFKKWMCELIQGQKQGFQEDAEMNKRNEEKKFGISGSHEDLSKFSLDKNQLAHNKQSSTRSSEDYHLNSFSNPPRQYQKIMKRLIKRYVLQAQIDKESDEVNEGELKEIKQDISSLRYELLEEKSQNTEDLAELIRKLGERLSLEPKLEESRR
IEC-6 cytotox – cytotoxicity in IEC-6 intestinal epithelial cells, primary screen, cytotoxicity control for KLF5 inhibitor project, cell-based, luminescence | IEC-6 cytotoxicity, luminescence viability | inhibition, % at 5 µM | 290,000 tested, 0.78% active; in the data active means inhibition above about 22%;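 further: 0% = plate median of test compound wells and 100% = cytotoxic reference compound wells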
KLF5 inh – KLF5 expression inhibitors, primary screen, DLD-1 cells, luminescence; 290,000 tested, 0.23% active; inhibition, % at 5 µM; DLD-1 KLF5 promoter-luciferase reporter;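 active means inhibition above a per-plate limit of that plate's mean compound inhibition plus 3 SD, cut at about 60% in these data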;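 further: 0% = DMSO wells and 100% = LY294002 at 200 µM; higher means less KLF5 promoter-driven luciferase light; inactives centre near -14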
TRPC6 act – mouse TRPC6 channel activators, primary screen, cell-based, HEK293, membrane potential dye; HEK293-TRPC6 membrane potential dye fluorescence; active compounds read high; B-score at 10 µM; 310,000 tested, 0.13% active; AID 2550, 2010;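 active means B-score of the integrated fluorescence ratio above library mean plus 3 SD, and starting fluorescence ratio within library mean plus 5 SD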;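 further: higher score means more depolarization so channel activation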
HIF activator – HIF pathway transcriptional activators, primary screen, cell-based, U2OS HRE-luciferase, luminescence | U2OS HRE-luciferase reporter; normalized: DMSO 0%, desferrioxamine 100% | activation, % at 7.5 µM (by protocol) | 300,000 tested, 0.32% active | AID 1910, 2009;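 active means mean activation of at least 10% of the iron chelator positive control signal, with at least half of replicates also reaching 10%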
MrgX1 antag – antagonists of human MrgX1 receptor, primary screen, HEK293 cells, Fluo-4 calcium flux; Mas-related G-protein coupled receptor member X1 (Homo sapiens), Q96LB2; BAM8-22 antagonism; active compounds read low; B-score at 10 µM; 310,000 tested, 1.3% active; AID 588676, 2011;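 active means calcium-response B-score plate-corrected more than 3 library SD below zero, starting fluorescence within 5 deviations, no agonist response on first addition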;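 further: peak minus trough fluorescence over baseline after final BAM8-22 challenge near maximal dose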
aSyn 5UTR inh – MLPCN primary screen, SNCA 5' untranslated region | 300,000 tested, 0.82% active | AID 1813, 2009 | inhibition, % (tested at 7.5 µM) | alpha-synuclein 5'UTR reporter, inhibitor activity; in the data active means inhibition above about 60%;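 further: H4 neuroglioblastoma cells stably carrying SNCA 5'UTR luciferase fusion; 0% = DMSO wells and 100% = positive control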
TRPC4 act – activators of mouse TRPC4 channel, primary screen, Fluo4 calcium, HEK293 TRPC4beta/mu-opioid cells; Short transient receptor potential channel 4 (Mus musculus), Q9QUQ5; Fluo4 calcium fluorescence; active compounds read high; B-score at 10 µM; 310,000 tested, 0.49% active; AID 2237, 2010;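 active means B-score above 5 SD of library B-scores, and initial fluorescence ratio not above library mean plus 5 SD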;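 further: positive B-score marks a calcium rise read as TRPC4 activation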
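system = HEK293 cells stably co-expressing mouse TRPC4beta and mu-opioid receptor | schedule = Fluo4 dye loading 45 min at room temperature, 110 s recording | measure = B-scored integrated calcium fluorescence ratio | signal = Fluo4 calcium-sensitive dye fluorescence, kinetic, 1 Hz baseline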
TRPC4 PAM – positive allosteric modulators of TRPC4, primary screen, cell-based, mouse TRPC4beta, HEK293 mu-opioid, Fluo-4 calcium. Short transient receptor potential channel 4 (Mus musculus), Q9QUQ5. DAMGO EC20, Fluo-4 Ca2+ flux; active compounds read high. 310,000 tested, 0.42% active. B-score at 10 µM;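 active means B-score of calcium response area above 5 SD of library B-scores, with initial fluorescence ratio within 5 SD of library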;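 further: B-score of integrated fluorescence ratio over time as area under calcium response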
Active calls of the source: *; i = inactive; . = not tested or not shown. An excerpt. The share of hits here may be higher or lower than overall.

Every second line gives: TRPC4 block	SKKanGAS inh	TRPC6 inh	IEC-6 cytotox	KLF5 inh	TRPC6 act	HIF activator	MrgX1 antag	aSyn 5UTR inh	TRPC4 act	TRPC4 PAM
- CN(C)CCNC(=O)c1cccn(Cc2cccc(C(F)(F)F)c2)c1=O
 : i	-2.3	i	-2.4	-11.8	i	-0.1	i	6.5	i	i
- NC1=C([N+](=O)[O-])C(c2ccc3c(c2)OCO3)c2c(c3ccccc3oc2=O)O1 (stereo unspecified)
 : i	-13.0	i	5.3	-20.0	i	0.2	i	-3.5	i	i
- CCOC(=O)N(C)c1ccc(C(O)(C(=O)OC)C(F)(F)F)cc1 (stereo unspecified)
 : i	0.9	i	-0.5	-31.4	i	0.2	i	-10.0	i	i
- CCc1cc(=O)oc2cc(OCC(=O)N3C[C@H]4C[C@@H](C3)c3cccc(=O)n3C4)ccc12
 : i	0.4	i	5.7	-17.5	i	-0.3	i	3.9	i	i
- Cn1c(O)c(C(=Nc2ccc(F)cc2)c2ccccc2)c(=O)n(C)c1=O
 : i	1.0	i	0.8	-20.0	i	0.2	i	-47.9	i	i
- COC(=O)C1=C(c2ccccc2)C[C@@H]2CC[C@H]1N2C(=O)NCc1ccc(F)cc1
 : i	-0.5	i	.	.	i	-0.2	i	0.2	i	i
- Cc1cc[n+](Cc2ccccc2)cc1
 : i	0.6	i	.	.	i	-0.2	i	5.3	i	i
- COc1ccc(C[C@H]2NC[C@H](O)[C@H]2OC(C)=O)cc1
 : i	-0.5	i	.	.	i	-3.7	i	112.3*	i	i
- CCCCC1(CCCC)C(=O)NC(=Nc2cccc(C)c2)NC1=O
 : i	2.3	i	0.8	-19.9	i	-0.7	i	-0.1	i	i
- C=CCn1c(O)c(/C=N/N2CCCCC2c2cccnc2)c(=O)[nH]c1=S (stereo unspecified)
 : i	7.4	i	2.5	3.8	i	-0.2	i	2.2	i	i
- Cc1ccc(S(=O)(=O)N2CCN(C(=O)COC(=O)Cc3ccccc3)CC2)c(C)c1
 : i	0.7	i	.	.	i	0.1	i	-3.2	i	i
- COC(=O)C1=C(c2cccc(OC)c2OC)C[C@@H]2CC[C@H]1N2C(=O)N1CCOCC1
 : .	8.5	i	.	.	i	-0.4	i	5.3	i	i
- CC(=O)C1C2c3ccccc3OC1(C)N=c1s/c(=C/c3cn(C)nc3C)c(=O)n12 (stereo unspecified)
 : i	-12.8	i	0.4	0.2	i	-0.6	i	-13.6	i	i
- CN=C(SCC(=O)c1cccc(Cl)c1)c1c(O)n(C)c(=O)n(C)c1=O
 : i	1.1	i	-1.1	-14.7	i	1.9	i	-58.6	i	i
- O=C(Nc1ccc(Cl)cc1C(=O)c1ccccc1)c1ccc(Br)o1
 : i	-3.4	i	-1.1	-31.0	i	0.5	i	21.4	i	i
- C/C=C(\C)C(=O)N[C@@H](c1ccccc1)[C@@H](O)C(=O)O[C@H]1C[C@@]2(O)[C@@H](OC(=O)c3ccccc3)C3[C@](C)(C(=O)[C@H](OC(C)=O)C(=C1C)C2(C)C)[C@H](O)C[C@H]1OC[C@@]31OC(C)=O (stereo partly specified)
 : i	9.0	i	88.5*	63.9*	i	-0.3	i	109.7*	i	i
- CCOC(=O)C1CCN(C=C2C(=O)N(C)C(=S)N(C)C2=O)CC1
 : i	3.1	-9.72*	1.9	-6.3	i	-7.1	i	9.3	i	i
- c1cncc(CNC2=NCCCCC2)c1
 : i	-1.3	i	0.0	-7.5	i	-0.5	i	-8.0	i	i
- O=C(C(=O)N1CCOCC1)c1cn(Cc2ccccc2F)c2ccccc12
 : i	-0.3	i	-7.3	-3.9	i	0.1	i	-5.4	i	i
- C=CC(C)C(C(=O)c1ccccc1)N(C)C (stereo unspecified)
 : i	0.2	i	11.3	-27.5	i	.	i	.	i	i
- O=C(c1cccc(C(F)(F)F)c1)N1C[C@H]2C[C@@H](C1)c1cccc(=O)n1C2
 : i	3.1	i	-1.9	18.9	i	0.0	i	4.0	i	i
- CC/C(=N\NC(=O)c1ccccc1)c1c(O)n(Cc2ccccc2)c(=O)[nH]c1=O
 : i	10.1	i	-0.7	-85.7	i	2.9	i	-55.2	i	i
- Cc1ccnc(-n2c(C)nc3ccccc3c2=O)c1
 : i	-0.2	i	8.3	-37.1	i	0.7	i	-16.3	i	i
- Cc1ccc2c(c1)CNc1ccccc1O2
 : i	5.5	i	-0.2	-13.3	i	0.1	i	-20.4	i	i
- CCCCCCN=Cc1c(O)n(C)c(=O)n(C)c1=O
 : i	-5.6	i	-0.3	-13.3	i	0.0	i	6.6	i	i
- CCc1ccc(-n2c(O)c(/C=N/N3CCCCC3c3cccnc3)c(=O)[nH]c2=O)cc1 (stereo unspecified)
 : i	-7.8	i	9.3	12.5	i	0.1	-10.7*	-2.8	i	i
- Cc1ccccc1-n1c(-c2ccoc2)nc2ccccc2c1=O
 : i	1.0	i	-2.3	6.0	i	-1.0	i	15.9	i	i
- CSc1nnc(C2CCNCC2)n1C
 : i	4.0	i	10.6	4.3	i	-0.4	i	-7.5	i	i
- O=C(Cc1ccc(Cl)c(Cl)c1)NCC1(N2CCOCC2)CCCCC1
 : i	-5.0	i	-1.0	1.3	i	0.3	i	17.4	i	i
- COc1ccc(/C=C2/C(=O)N(Cc3ccco3)C(=O)N(C(C)C)C2=O)cc1
 : i	.	i	-4.3	-12.9	i	-0.4	i	16.1	i	i
- CCCCCc1nc2ccccc2c(=O)n1-c1ccc(Cl)cc1[N+](=O)[O-]
 : i	-5.8	i	-1.8	13.8	i	0.3	i	0.6	i	i
- Cc1ccccc1NC1=NCCCS1
 : i	-7.9	i	-3.1	-6.6	i	-0.3	i	-16.2	i	i
- CCC(=O)N1CC(=O)Nc2ccc(Br)cc2C1c1ccccc1 (stereo unspecified)
 : i	-14.2	i	0.9	-26.3	i	-0.4	i	-70.5	i	i
- Fc1ccc(CNCCc2ccccc2)cc1
 : i	-14.3	i	-0.5	-16.4	i	4.0	i	-18.3	i	i
- COc1ccccc1CCNCc1ccc(OC)c(OC)c1OC
 : i	-11.8	i	0.7	1.9	i	-0.3	i	16.2	i	i
- C=CCC1C(=O)NC(=S)NC1=O
 : i	5.4	i	6.2	4.7	i	-0.1	i	3.8	i	i
- C[C@]12CC[C@@H]3c4ccc(O)c(O)c4CC[C@H]3[C@@H]1CC[C@@H]2O
 : i	13.1	i	-13.6	-21.4	i	0.2	i	-6.7	i	i
- CC/C(=N\NC(=S)Nc1ccccc1)c1c(O)[nH]c(=O)[nH]c1=O
 : i	-5.4	i	8.1	-48.6	i	0.6	i	4.3	i	i
- Cc1ccsc1C(=O)C1CCCN(Cc2ccc(-n3cccn3)cc2)C1 (stereo unspecified)
 : i	-4.2	i	-0.7	-46.3	i	0.0	i	11.7	i	i
- c1ccc(CCNCc2cccs2)cc1
 : i	-4.9	i	-5.0	-50.8	i	-0.1	i	0.3	i	i
- COc1cc(N)c(Cl)cc1C(=O)NC1CN2CCC1CC2 (stereo unspecified)
 : i	14.7	i	-4.9	-36.4	i	-0.2	i	-27.4	i	i
- CCN(CC)c1ccc(/C=C2/C(=O)NC(=O)N(CC3CCCO3)C2=O)cc1 (stereo unspecified)
 : i	-2.7	i	2.1	-12.9	i	0.9	-4.55*	-11.0	i	i
- CC(=O)O[C@]1(c2ccccc2)CCN(C)[C@H]2CCCC[C@@H]21
 : i	-5.9	i	0.1	-2.5	i	-0.2	i	-15.5	i	i
- Cc1sc2nc(COC(=O)Cc3ccccc3)[nH]c(=O)c2c1C
 : i	9.4	i	-4.3	-47.6	i	0.0	i	17.7	i	i
- NC1=NC(c2cccnc2)n2c(nc3ccccc32)N1 (stereo unspecified)
 : i	6.9	i	7.3	-15.5	i	-0.4	i	7.0	i	i
- CCCCc1cc(=O)oc2cc(OCC(=O)N3C[C@H]4C[C@@H](C3)c3cccc(=O)n3C4)c(Cl)cc12
 : i	-0.7	i	1.9	-18.8	i	0.1	i	23.1	i	i
- Cc1nc2ccccc2c(=O)n1-c1ccc(C(=O)O)cc1
 : i	-3.1	i	2.3	-27.3	i	.	i	-2.7	i	i
- CCOC(=O)C1=C(C)OC(N)=C(C#N)C12C(=O)N(C)c1ccccc12 (stereo unspecified)
 : i	-1.1	i	3.1	-8.8	i	0.0	i	9.0	i	i
- CC1=NN(c2ccccc2)C(=O)C1/C=C1\C(=O)NC(=O)N(c2cc(C)cc(C)c2)C1=O (stereo unspecified)
 : i	9.8	i	-2.4	1.5	i	0.0	i	-2.6	i	i
- Cc1ccc(OCC(=O)NCCN2CCN(C(=O)COc3ccc(C)cc3)CC2)cc1
 : i	0.0	i	-3.3	-3.3	i	-0.3	i	8.0	i	i
- CC(=O)Nc1ccccc1C(=O)OCC(=O)c1ccc2c(c1)OCCO2
 : i	4.9	i	5.4	-17.0	i	1.9	i	-61.6	i	i
- COC(=O)C1=C(c2ccccc2)C[C@@H]2CC[C@H]1N2C(=O)NCC1CC1
 : i	0.8	i	.	.	i	-0.2	-4.77*	-2.0	i	i
- C=C(C)[C@@]12OC3(c4ccccc4)O[C@@H]1C1[C@@H]4O[C@]4(CO)[C@@H](O)[C@]4(O)C(=O)C(C)=C[C@H]4[C@@]1(O3)[C@H](C)[C@H]2OC(=O)/C=C/C=C/c1ccccc1 (stereo partly specified)
 : -6*	29.8	i	.	.	i	1.6	i	-15.9	i	i
- CCOc1ccc(C(=O)OC2CC3CCC(C2)N3C)cc1 (stereo unspecified)
 : i	-2.9	i	-0.3	-1.6	i	0.0	i	-1.2	i	i
- OC(CNCCc1c[nH]c2ccccc12)C(F)(F)F (stereo unspecified)
 : i	-0.7	i	-4.2	-25.1	i	-0.2	i	-26.7	i	i
- COc1ccc(C(O)C(C)NC(C)C(O)c2ccc(OC)cc2)cc1 (stereo unspecified)
 : i	-3.2	i	.	.	i	0.1	i	13.3	i	i
- FC(F)(F)c1ccc2c(c1)N(CCCN1CCN(CCCl)CC1)c1ccccc1S2
 : i	10.9	i	-2.2	-9.3	i	-0.7	i	-14.4	i	i
